# Autophagy mod = alters autophagy in cells; MEF GFP-LC3 puncta imaging; test concentration mostly 10 µM; calls only at 10 µM (by protocol); 190,000 compounds, 0.98% hits; AID 463193;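 active = percentage of spot-positive cells more than 3 SD above its plate mean, without a fluorescence outlier flag or 80% toxicity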;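 also: spot-positive cell cutoff set from DMSO-treated cells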
# NOD2 inhibition = inhibition of NOD2-driven NF-kB reporter – cell-based, luminescence, uHTS, HEK293 (AID 1566); HEK293 NOD2/NF-kB luciferase reporter, luminescence; higher % means a stronger effect; inhibition, % at 4 µM; hits with a dose series show EC50 in µM; 290,000 compounds, 0.63% hits; in the data active = inhibition above about 50%; also: many of its hits are not listed in these tables
# Insulin prom up = MIN6 insulin promoter up-regulation; MIN6 insulin promoter-GFP reporter, high-content imaging; stronger effect = higher value; z-score at 5 µM; 190,000 compounds, 0.3% hits; AID 1625;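 active = z-score above 3 at 5 µM with at least 500 cells counted in the well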
# MT stabilizer = microtubule stabilizers in HeLa cells | HeLa tubulin immunostaining HCS, 24 h; share of cells brighter than vehicle mean+2SD | 200,000 compounds, 0.83% hits | AID 2205 | % tubulin-high responders, % at 10 µM;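 active = plate Z-score above 3 for both tubulin-high and condensed-nucleus cell shares, with cell loss under 80%, at 10 µM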;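 also: anti alpha tubulin signal scored within the nucleus-defined area of each cell; some results filed as inactive read as strong as hits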
# WT yeast gro inh = growth inhibition of WT yeast, mitochondrial fusion screen; mitochondrial fusion phenotypic screen, WT strain; inhibition, % at 10 µM; 190,000 compounds, 2.1% hits; in the data active = inhibition above about 58%; tested in S. cerevisiae
# Yfh1-depleted yeast = enhancers of respiration in Yfh1-depleted yeast, dose response, Friedreich's ataxia, plus single-dose screen (AID 1465); S. cerevisiae Yfh1-off respiration, WST-1 reduction, 72 h; higher fold induction means a stronger effect; one-dose fold induction at 50 µM; EC50 in µM for titrated hits; 220,000 compounds, 0.074% hits;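 active = fold induction of absorbance versus untreated yeast above a set limit, then at least 30% activation at any dose in follow-up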;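 also: activators that raise dye reduction in frataxin-depleted yeast; strong numbers were not always called active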
# Lipid droplet = modulators of hepatic lipid droplet formation; 240,000 compounds, 0.4% hits; AID 1656; AML12 mouse hepatocytes, oleate lipid droplets, BODIPY imaging; inhibition, % at 6.5 µM;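 active = lipid droplet intensity inhibited by at least 50%, with more than 500 cells counted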
#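 System: AML12 hepatocytes (mouse). Probe or stimulus: oleic acid at 100 µM to induce lipid droplet formation. Times: overnight treatment with compound plus oleate. Detection: Image-based BODIPY and DAPI two-channel analysis. Evaluation: percent inhibition of filter-corrected integrated lipid droplet intensity per well.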
# bCat nuc transl = alters nuclear translocation of beta-catenin in HeLa cells | immunofluorescence imaging | nuclear translocation activity, % at 5 µM | 190,000 compounds, 0.3% hits;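 active = nuclear translocation activity above 50% at 5 µM, with a well cell count of 50 or more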;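 also: per-cell ratio of nuclear to cytoplasmic median beta-catenin stain intensity; plate controls were DMSO negative control for no effect and GSK-3 inhibitor IX positive control for full effect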
#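 Test system: human HeLa cell line; Doses: 5 µM primary, 0.02–20 µM confirmation; Incubation: 24 h compound exposure, 37°C; Detection: beta-catenin immunofluorescence imaging with DAPI; Read-out: beta-catenin nuclear/cytoplasmic ratio, % activation.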
# Dynein transport = dynein cargo transport inhibition; 3617.4 mouse cells, GR-EGFP nuclear translocation imaging; test concentration mostly 20 µM; stimulated with dexamethasone, 1 µM; stronger effect = lower value; 220,000 compounds, 0.47% hits; z-score, hits read low;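 active = plate z-score of nuclear minus cytoplasmic receptor signal below a set negative limit, without overly bright fluorescence or cell loss, cut at about -3.5 in these data, passing the limit was not always enough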;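 also: z-score of nuclear minus cytoplasmic ring GR-EGFP intensity difference per well; some compounds called inactive have numbers as strong as hits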
#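 Also added – dexamethasone, 1.0 µM final · Buffer or medium – tet-free, stripped-serum medium · Schedule – induction 48 h, compound 1 h, agonist 30 min · Detection – formaldehyde fixation, Hoechst nuclear stain, 10x automated fluorescence imaging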
# WT yeast gro inh mutant strain = also measured in WT yeast gro inh; calls as there; inhibition, %; mitochondrial fusion phenotypic screen, mutant strain inhibition
# Dynein transport cytoplasmic EGFP = recorded beside Dynein transport, whose call it bears; z-score; measured here: cytoplasmic GR-EGFP intensity; stronger effect = higher value
# Dynein transport nuclear GR-EGFP = further read-out of Dynein transport, marked with its call; z-score; measured here: nuclear GR-EGFP intensity;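 lower value marks the stronger effect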
# Dynein transport cell count = also measured in Dynein transport; calls as there; z-score; measured here: cell count per field
# Insulin prom up cell count = also measured in Insulin prom up; calls as there; cell count; measured here: cytotoxicity, nuclei count;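 total cells summed across four imaged fields per well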
# Lipid droplet cells 6.5 µM = further read-out of Lipid droplet, marked with its call; cell count; measured here: cell count, cytotoxicity flag;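 cells counted across two imaged fields per well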
# bCat nuc transl cell count 5 µM = also measured in bCat nuc transl; calls as there; cell count; measured here: cell count, cytotoxicity flag
# MT stabilizer Hoechst-high % = further read-out of MT stabilizer, marked with its call; % Hoechst-high responders; measured here: nuclear condensation Hoechst responders;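 share of cells brighter than vehicle mean plus two SD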
# MT stabilizer cytotoxicity % = also measured in MT stabilizer; calls as there; toxicity, %; measured here: cytotoxicity by cell density;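 0% = mean cell density of plate MIN control wells and 100% = no cells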
# Autophagy mod cell loss 18 h = also measured in Autophagy mod; calls as there; toxicity, %; measured here: cell loss, nuclei count;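 cell loss after 18 h compound exposure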
# * = called active by the depositor; i = inactive; x = not tested or not shown. This is a subset. The share of hits here may be higher or lower than overall.
# The first 3 entries, ahead of the listing:
SMILES,Autophagy mod,Autophagy mod cell loss 18 h,NOD2 inhibition,Insulin prom up,Insulin prom up cell count,MT stabilizer,MT stabilizer Hoechst-high %,MT stabilizer cytotoxicity %,WT yeast gro inh,WT yeast gro inh mutant strain,Yfh1-depleted yeast,Lipid droplet,Lipid droplet cells 6.5 µM,bCat nuc transl,bCat nuc transl cell count 5 µM,Dynein transport,Dynein transport cytoplasmic EGFP,Dynein transport nuclear GR-EGFP,Dynein transport cell count
CCOc1ccc(NC(=O)N2CCC(C(N)=O)(N3CCCCC3)CC2)cc1,i,-10.9,5.7%,-0.6,1586,2.9,1.8,8.0,9.9,19.9,i,x,x,-1.5,1339,-0.944,-0.197,0.185,0.152
Cc1cc(C)n(C2CCCCC2OC(=O)c2ccccc2)n1 (stereo not drawn),i,12.0,-3.3%,x,x,3.0,2.8,1.3,20.0,5.0,i,-24.8,573,-1.1,1114,1.04,-0.238,0.514,0.913
Cc1ccnc(NC(=O)c2ccc3c(c2)C(=O)N(CC2CCCO2)C3=O)c1 (stereo not drawn),i,8.6,-6.8%,0.07,1439,4.9,3.7,6.1,-4.5,-3.4,i,-31.5,501,0.3,1483,-0.0866,-0.301,0.667,0.0105

# Results, repeating the preview:
SMILES,Autophagy mod,Autophagy mod cell loss 18 h,NOD2 inhibition,Insulin prom up,Insulin prom up cell count,MT stabilizer,MT stabilizer Hoechst-high %,MT stabilizer cytotoxicity %,WT yeast gro inh,WT yeast gro inh mutant strain,Yfh1-depleted yeast,Lipid droplet,Lipid droplet cells 6.5 µM,bCat nuc transl,bCat nuc transl cell count 5 µM,Dynein transport,Dynein transport cytoplasmic EGFP,Dynein transport nuclear GR-EGFP,Dynein transport cell count
CCOc1ccc(NC(=O)N2CCC(C(N)=O)(N3CCCCC3)CC2)cc1,i,-10.9,5.7%,-0.6,1586,2.9,1.8,8.0,9.9,19.9,i,x,x,-1.5,1339,-0.944,-0.197,0.185,0.152
Cc1cc(C)n(C2CCCCC2OC(=O)c2ccccc2)n1 (stereo not drawn),i,12.0,-3.3%,x,x,3.0,2.8,1.3,20.0,5.0,i,-24.8,573,-1.1,1114,1.04,-0.238,0.514,0.913
Cc1ccnc(NC(=O)c2ccc3c(c2)C(=O)N(CC2CCCO2)C3=O)c1 (stereo not drawn),i,8.6,-6.8%,0.07,1439,4.9,3.7,6.1,-4.5,-3.4,i,-31.5,501,0.3,1483,-0.0866,-0.301,0.667,0.0105
CCOC(=O)CCCn1ncn2c(cc3occc32)c1=O,i,-19.0,-9.4%,0.81,853,2.5,2.0,4.3,6.0,-8.0,i,10.0,821,x,x,0.646,-0.269,0.469,-0.423
O=C(Cn1nc2sc3ccccc3n2c(=O)c1=O)c1cccs1,x,x,16.5%,-0.05,972,x,x,x,x,x,i,6.0,694,0.4,1311,0.493,-0.144,0.0254,-0.777
COc1ccc(N2C(=O)c3ccccc3S2(=O)=O)cc1,x,x,2.2%,0.09,1180,x,x,x,x,x,i,-18.1,737,-0.4,1299,1.83,-0.136,1.79,-1.73
O=C(COc1ccc(Br)cc1F)NC1CCN(Cc2ccccc2)CC1,i,6.7,16.3%,x,x,2.5,1.3,6.1,24.4,34.5,x,-7.8,734,0.4,1274,-1.07,-0.0205,-0.585,1.42
Nc1ccc(Cl)c(S(=O)(=O)Nc2ccc(Cl)cc2)c1,x,x,22.0%,-0.13,1035,x,x,x,x,x,i,-5.4,764,-0.2,1269,1.26,-0.113,0.677,-0.688
COc1ccc(C(=O)Nc2cccnc2)cc1,i,-1.1,5.0%,0.28,868,1.9,2.6,6.2,-0.3,-14.3,i,6.4,760,0.6,1007,-0.201,-0.255,0.157,0.922
O=C(CCn1c(=S)[nH]c2ccccc2c1=O)NCCCN1CCOCC1,i,-28.5,4.5%,0.81,1505,2.3,2.2,6.5,14.8,0.5,i,x,x,-3.5,1377,-0.174,-0.21,0.395,0.152
O=C(Cn1nnc2ccccc21)c1ccc(Br)cc1,x,x,-31.4%,0.44,1107,x,x,x,x,x,i,5.9,720,0.6,1326,1.89,-0.0388,1.4,-0.0954
CCc1ccccc1N(C(C)=O)c1nc(CN=C=S)cs1,i,42.7,-4.1%,-0.29,1015,2.0,1.9,0.7,9.0,-4.5,i,25.5,705,-3.8,1117,0.359,0.17,-0.106,-0.688
CC(C)CNC(=O)c1ccccc1NC(=O)c1ccccc1N(C)S(C)(=O)=O,i,1.7,13.0%,x,x,5.0,1.9,2.8,9.7,-2.3,i,21.5,791,4.1,493,0.003,-0.258,-0.123,0.665
COc1ccc(CNC(=S)NCc2ccc(OC)cc2)cc1,i,8.4,23.1%,0.28,1447,6.6,1.7,9.3,4.3,18.8,i,-1.3,660,0.2,1517,0.315,-0.383,0.215,0.367
CC(=O)Oc1ccc(C(=O)Nc2cc(NC(=O)c3ccc(OC(C)=O)cc3)cc(C(=O)NC(C)(C)C)c2)cc1,i,-2.4,4.7%,-0.28,1306,1.7,3.2,7.2,-4.3,9.6,i,3.7,649,x,x,-0.605,-0.28,-0.64,0.0158
Cc1cc(-n2c(C)cc(C(=O)CN3C(=O)NC4(CCCCC4)C3=O)c2C)no1,i,-4.0,9.7%,0.12,1858,3.0,2.7,9.6,-9.8,2.2,i,10.4,676,0.4,1020,0.279,-0.444,-0.03,0.535
CCOc1ccc(/C(O)=C2/C(=O)C(=O)N(Cc3cccnc3)C2c2ccc(N(C)C)cc2)c(C)c1 (stereo not drawn),i,-10.5,-2.0%,-0.51,1540,4.0,4.8,9.2,2.8,20.7,i,x,x,-0.7,1373,1.27,-0.283,0.67,-0.978
COc1ccc(N(CC(=O)NCc2cccnc2)S(=O)(=O)c2ccccc2[N+](=O)[O-])c(OC)c1,i,0.7,11.8%,x,x,2.3,2.1,12.1,-13.0,-9.0,i,-44.9,722,0.0,1046,-0.865,-0.35,-0.424,1.24
CN(C)C(=O)c1cc(F)ccc1Sc1cc(Cl)ccc1Cl,i,-10.4,-16.9%,0.25,671,1.9,1.4,8.1,2.5,1.2,i,-8.2,732,-0.7,1068,0.257,-0.226,0.359,-0.656
COc1ccc(S(=O)(=O)N(CC(=O)N2CCOCC2)Cc2ccccc2)cc1C,i,3.7,-0.8%,x,x,1.1,1.6,12.3,4.5,-4.8,i,-1.8,798,x,x,-0.202,-0.189,-0.314,0.848
COc1ccccc1-c1n[nH]c(=S)o1,i,0.2,8.5%,x,x,1.7,1.5,2.9,-1.6,14.1,i,-5.4,689,x,x,1.45,-0.242,1.29,-0.871
COc1ccc([N+](=O)[O-])cc1NC(=O)C1CCCO1 (stereo not drawn),i,4.7,19.7%,0.17,1104,3.0,2.6,1.5,-18.2,-2.6,i,6.2,654,x,x,-0.769,-0.338,-0.549,1
O=C(O)c1ccc(OCCn2ccnc2)cc1,i,18.7,22.2%,-0.49,1452,3.1,1.4,4.5,-10.0,-15.0,i,x,x,-2.7,1025,-0.178,-0.0845,0.373,0.00893
Cc1ccc(-c2nnn(CC(=O)N(CC(=O)NCC3CCCO3)c3ccc(F)c(Cl)c3)n2)o1 (stereo not drawn),i,-5.6,0.6%,-0.85,1309,4.7,3.0,8.3,-25.4,-11.6,i,x,x,-1.4,1357,0.662,-0.323,0.374,0.085
Cn1ncc(C#N)c1/N=C/N1CCCCC1,i,3.6,22.6%,-0.83,1324,0.9,2.2,4.1,-18.7,-13.9,x,-1.0,724,x,x,-0.253,-0.245,0.0424,0.488
COC(=O)c1c(NC(NC(=O)c2ccccc2)(C(F)(F)F)C(F)(F)F)sc2c1CCN(C)C2,i,26.6,5.2%,-0.05,1260,2.0,2.4,7.4,54.3,4.7,i,2.0,771,2.5,542,0.775,0.0715,1.83,-1.68
CC1CCC2(CC1)C(Nc1cccc(Cl)c1)=NC(=S)N2CC#N (stereo not drawn),i,-0.9,1.0%,0.03,931,3.0,1.8,5.9,30.8,-7.5,i,1.9,735,-1.3,1085,0.555,-0.251,0.0832,-0.0594
CCC(=O)N1CCc2cc(S(=O)(=O)CCC(=O)NCc3ccc4c(c3)OCO4)ccc21,i,1.7,2.0%,0.16,1803,5.3,3.3,7.3,5.3,14.0,x,5.3,715,0.7,1031,-0.129,-0.338,0.00934,0.055
Cn1nnnc1N=N/C(=N/Nc1ccccc1)c1ccccc1,x,x,8.1%,-0.16,1280,x,x,x,x,x,i,3.7,663,-1.1,1077,-0.00676,0.0234,-0.216,0.237
COc1ccc(Cn2c(=O)[nH]c3cc(OC)c(OC)cc3c2=O)cc1,x,x,4.3%,x,x,x,x,x,x,x,i,16.1,711,-1.1,1310,-0.126,-0.245,0.416,-0.0685
CC1(C)OC(=O)C(C(c2ccccc2)C(C#N)C(N)=O)=C(O)O1 (stereo not drawn),i,-1.9,-1.0%,0.11,1072,2.8,2.1,2.8,3.6,-8.3,i,8.8,755,x,x,-0.709,-0.182,-0.000562,0.418
C=C(C)Cn1c(COc2ccccc2)nnc1SCC(=O)O,i,22.6,-0.7%,0.08,1602,5.1,2.0,10.4,2.8,4.7,i,x,x,-4.5,930,0.636,-0.198,0.697,-0.383
Cc1ccc2nc(Cl)c(/C=N/n3c(C)nnc3C)cc2c1,i,0.9,-3.6%,0.57,1129,1.9,2.7,3.4,5.4,-6.6,i,26.4,637,1.8,1158,-0.0538,-0.253,-0.165,-0.0984
O=C(O)CN(c1ccc2c(c1)OCCO2)S(=O)(=O)c1ccccc1,i,1.9,14.5%,0.02,1902,1.7,1.4,6.3,-18.3,3.4,i,12.9,602,-0.4,1006,0.449,-0.236,0.0873,0.677
